Furin inhibitor: blocks human furin protease activity | P09958 | purified furin, fluorogenic substrate cleavage | inhibition, % at 30 µM | hit rate 0.061% among 220,000; in the data active means inhibition above about 25%; further: inactives centre near -15
KCC2 mod: KCC2 (human) Cl- transport modulation | B-score of Tl+ flux slope (higher = more flux/activation; lower = inhibition) at 10 µM | KCC2 cells, thallium flux FluoZin-2 fluorescence | hit rate 2.2% among 190,000 | Q9H2X9;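 active means thallium flux slope and its plate-corrected score both differing from the plate sample mean at a set confidence after two filtering rounds, in either direction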;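 further: slope of fluorescence scaled to starting intensity during 10 to 20 s after thallium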
Target sequence (Q9H2X9 whole entry, looked up): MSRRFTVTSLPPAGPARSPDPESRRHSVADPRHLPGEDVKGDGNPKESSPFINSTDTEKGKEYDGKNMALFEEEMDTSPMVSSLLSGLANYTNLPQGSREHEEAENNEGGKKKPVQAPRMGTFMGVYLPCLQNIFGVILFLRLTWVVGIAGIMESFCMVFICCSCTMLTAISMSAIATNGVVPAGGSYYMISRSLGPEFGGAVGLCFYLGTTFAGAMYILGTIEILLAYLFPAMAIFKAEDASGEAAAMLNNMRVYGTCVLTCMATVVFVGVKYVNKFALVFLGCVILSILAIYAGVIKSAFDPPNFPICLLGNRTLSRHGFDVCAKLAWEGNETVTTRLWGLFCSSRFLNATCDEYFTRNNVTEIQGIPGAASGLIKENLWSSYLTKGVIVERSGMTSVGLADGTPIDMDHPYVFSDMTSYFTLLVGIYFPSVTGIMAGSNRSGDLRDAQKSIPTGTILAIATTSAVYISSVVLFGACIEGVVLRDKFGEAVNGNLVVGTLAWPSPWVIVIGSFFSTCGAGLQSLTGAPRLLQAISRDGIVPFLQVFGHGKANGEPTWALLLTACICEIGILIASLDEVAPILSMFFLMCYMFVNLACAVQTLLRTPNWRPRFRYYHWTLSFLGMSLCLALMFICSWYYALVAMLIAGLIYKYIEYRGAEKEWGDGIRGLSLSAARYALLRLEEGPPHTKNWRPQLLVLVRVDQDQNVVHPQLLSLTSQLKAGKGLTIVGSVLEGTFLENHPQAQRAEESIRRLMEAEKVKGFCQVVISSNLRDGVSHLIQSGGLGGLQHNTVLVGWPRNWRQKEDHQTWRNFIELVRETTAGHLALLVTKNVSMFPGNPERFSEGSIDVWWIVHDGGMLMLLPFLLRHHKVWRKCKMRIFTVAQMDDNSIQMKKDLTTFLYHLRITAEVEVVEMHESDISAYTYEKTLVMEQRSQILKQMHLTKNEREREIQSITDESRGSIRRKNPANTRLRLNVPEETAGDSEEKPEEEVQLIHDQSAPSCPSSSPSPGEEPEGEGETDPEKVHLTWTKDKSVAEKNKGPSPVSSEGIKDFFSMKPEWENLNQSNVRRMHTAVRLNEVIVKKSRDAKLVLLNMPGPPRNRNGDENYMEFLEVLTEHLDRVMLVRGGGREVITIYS
Calpain2 inh: blocks pig calpain II enzyme activity. purified calpain II, fluorogenic peptide substrate, 30 min. inhibition, % at 16 µM. hit rate 0.37% among 220,000. AID 1236;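 active means inhibition above about 50%, limit read from the data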
zfTRPN1 agonist: zebrafish TRPN1 (NompC) channel agonism; AID 1424; HEK293 zebrafish TRPN1-YFP, Fluo-8 calcium fluorescence; 100% = response to 87 µM carbachol; hit rate 0.18% among 220,000; activation, % at 3 µM;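 active means activation above its plate's cutoff, the mean activation of test wells on that plate plus 3 SD, cut at about 19% in these data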;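 further: 0% = DMSO alone and 100% = 87 µM carbachol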
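Assay system: Zebrafish TRPN1-YFP in HEK293 cells | Incubation: Dye loading 1 h at 37 °C, then 30 min room temperature | Measured by: Kinetic Fluo-8 fluorescence, ex 470-495, em 515-575 nm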
EBV gp42 block: inhibitors of Epstein-Barr virus glycoprotein 42; AID 1085; hit rate 0.42% among 220,000; Q1HVG2; Fluorescence polarization binding assay, mP read-out; inhibition, % (tested at 21.74 µM); in the data active means inhibition above about 50%
PPC-1+TRAIL kill: kills PPC-1 cancer cells in the presence of TRAIL. PPC-1 cells + TRAIL, ATPLite viability luminescence. cell killing (% activity), % at 4 µM. hit rate 0.41% among 220,000;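 active means cell killing above 50% in the first pass at 4 µM, then a duplicate retest at 5 µM averaging 50% or more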;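 further: plate controls were cells with TRAIL plus DMSO for no effect and medium-only wells lacking cells for full effect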
thrombin 1536: blocks human thrombin protease activity. P00734. alpha-thrombin, Boc-VPR-AMC fluorogenic substrate cleavage. inhibition, % at 5 µM. hit rate 0.26% among 220,000. AID 1046;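 active means inhibition at or above 40%; inactive means inhibition below 40%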;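 further: 0% = enzyme with no compound and 100% = wells without enzyme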
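System – human alpha-thrombin protein · Reagent – Boc-VPR-AMC substrate, 15 µM final · Compound – 5 µM single dose in 0.2% DMSO · Schedule – reaction at room temperature · Technique – AMC fluorescence at 355 nm excitation and 460 nm emission · Read-out basis – % inhibition relative to enzyme controls and enzyme-free blanks · Control set – no-compound enzyme wells and no-enzyme blanks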
TbHK1 inh: T. brucei hexokinase 1 inhibition | recombinant TbHK1, G6PDH-coupled NADH A340 | inhibition, % at 10 µM | hit rate 0.11% among 220,000;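 active means inhibition of 50% or more in the single-dose primary screen; inactive means inhibition below 50%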
TRPML3 ag: agonists of human TRPML3 channel | activation, % at 3 µM | HEK293 TRPML3-YFP, Fluo-8 calcium fluorescence; 100% = the carbachol control signal | hit rate 0.29% among 220,000 | Q8TDD5;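 active means activation above its plate's cutoff, the mean activation of the plate's test wells plus 3 SD, cut at about 12% in these data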;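 further: 0% = DMSO only wells and 100% = carbachol wells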
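Material: TRPML3-YFP stable HEK293 cells | Dosing: One concentration, 3 µM nominal, 0.3% DMSO | Timing: 125 s total fluorescence read per well | Technique: Fluo-8 calcium dye fluorescence, ex 470-495, em 515-575 nm | Measure: Percent activation from peak-to-basal fluorescence ratio, scaled between DMSO and carbachol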
Numbers without * were called inactive; i = inactive; · = no result given; [ ] = remark or other dose. Random draw from the library. About 3.6% of those tested had a hit in this group.

canonical_smiles	Furin inhibitor	KCC2 mod	Calpain2 inh	zfTRPN1 agonist	EBV gp42 block	PPC-1+TRAIL kill	thrombin 1536	TbHK1 inh	TRPML3 ag
CN(N)c1nc(C(F)(F)F)nc2ccccc12	-4.4	-0.629	18.2	0.1	-0.8	13.1	2.2	-4.3	0.6
COc1ccc(CCN2CCC(Nc3nc4ccccc4n3Cc3ccc(F)cc3)CC2)cc1	-15.0	0.23	2.5	0.8	2.2	19.7	·	0.2	1.5
Cc1c(CCOC(=O)C23CC4CC(CC(C)(C4)C2)C3)sc[n+]1CC(=O)c1ccccc1	-28.0	0.865	10.4	-1.4	-5.8	13.7	-9.8	20.3	0.4
O=C(NCc1csc(-c2cccs2)n1)c1ccccc1	-7.3	-1.89	-24.9	0.8	-3.8	11.8	-5.1	-14.5	-0.5
COc1cccc(C(=O)N(Cc2ccco2)Cc2cc3cccc(C)c3[nH]c2=O)c1	-18.8	·	14.7	2.6	-11.9	9.1	0.2	-2.2	-0.7
O=C(c1ccc(S(=O)(=O)N2CCOCC2)cc1)N1CCN(c2ccc(F)cc2)CC1	-14.3	0.314	-10.4	1.1	2.2	3.1	-2.2	30.7	0.2
CCOC(=O)c1cc(-c2csc(-c3cccc(Cl)c3)n2)on1	-17.3	0.52	-0.1	-1.8	-1.6	19.8	4.6	-11.7	0.1
CCOC(=O)c1nnn(CC(=O)N2N=C(c3ccc(Cl)cc3)CC2c2ccc(OC)cc2)c1C(=O)OCC (centres undefined)	-2.1[20 µM]	-0.85	-1.7	-0.9	3.8	19.8	-6.0	-4.3	-0.1
Cc1cc(C)nc(SCCC(=O)N(C)C)n1	-17.3	0.286	-26.6	0.5	-27.4	11.0	-1.3	3.0	-0.6
COc1ccc2c(OC)c3ccoc3nc2c1OC	-25.3	0.354	-369.5	0.2	-12.7	0.6	-16.2	-18.2	0.3

Later entries:
canonical_smiles	Furin inhibitor	KCC2 mod	Calpain2 inh	zfTRPN1 agonist	EBV gp42 block	PPC-1+TRAIL kill	thrombin 1536	TbHK1 inh	TRPML3 ag
COCCCNc1nc2ccccc2[nH]c1=O	-34.2	0.0684	-65.0	2.1	-28.4	13.6	4.6	-13.7	0.4
COc1ccc(C(=O)N[C@H](C(=O)Nc2ccc(OC)nc2)C(C)C)cc1	-3.3[20 µM]	·	-19.9	-2.1	10.7	1.9	0.0	-11.4	0.7
Cc1ccc2c(c1)sc1nc(=O)n(-c3ccc(Cl)c(Cl)c3)c(=O)n12	10.6[20 µM]	1.05	24.9	-0.9	-22.5	8.6	-0.2	-6.7	-0.1
Cc1c(NC(=O)c2ccc(-c3ccc([N+](=O)[O-])cc3Cl)o2)c(=O)n(-c2ccccc2)n1C	-2.2	-1.24	43.6	-0.7	-2.8	·	-8.0	-24.9	0.1
CCc1cccc(CC)c1NC(=S)Nc1ccccc1	-28.3	0.836	16.4	0.2	-11.2	-22.6	-8.9	-7.5	0.2
CC(NC(=O)COc1cccc(Br)c1)C(=O)O (centres undefined)	-14.1	0.766	-6.3	-0.5	-18.2	2.9	3.4	8.3	0.2
CC(C)(C)C(=O)Nc1nc(NC(=O)C(C)(C)C)nc(-c2ccccc2Cl)n1	-13.6	-0.086	-17.7	-0.6	-4.3	-2.2	-4.7	-12.4	0.1
CCCCn1c(CCNC(=O)c2cccs2)nc2ccccc21	-7.2[20 µM]	-0.107	-4.6	0.5	-14.3	2.5	1.8	7.0	-0.2
Cc1cc(C)c2c(CC(=O)Nc3nccs3)coc2c1	-5.1[20 µM]	0.00877	-44.7	2.5	-5.8	26.3	4.1	1.6	0.6
CCN(CC(=O)NCc1cccs1)c1ccc(S(=O)(=O)N2CCCC2)cn1	-34.9	-0.64	-41.4	-0.9	-2.3	16.2	·	3.9	0.6

More structures.
canonical_smiles	Furin inhibitor	KCC2 mod	Calpain2 inh	zfTRPN1 agonist	EBV gp42 block	PPC-1+TRAIL kill	thrombin 1536	TbHK1 inh	TRPML3 ag
Cc1ccc(NC(=O)CSc2nnc(-c3ccco3)c(-c3ccco3)n2)cc1	-6.0	-0.955	-69.5	-0.7	6.9	10.7	-7.4	-15.7	0.1
NC(=O)CC(NC(=O)Cc1cccc2ccccc12)c1ccc(N2CCN(c3ccc(F)cc3)CC2)c([N+](=O)[O-])c1 (centres undefined)	1.2	0.0292	-10.9	·	-3.3	12.4	-0.4	-4.2	·
O=C1C(Oc2ccc(Cl)cc2)C(c2ccc3c(c2)OCO3)N1CC1CCCO1 (centres undefined)	-13.1	-1.32	9.3	1.7	9.6	21.0	-4.7	-15.5	-0.6
COc1ccc(NC(=O)CSc2nnc3c4c(nc(-c5ccccc5)n23)CC(C)(C)OC4)cc1	-25.6	-0.127	-14.8	-1.1	-6.1	18.6	-4.5	-1.1	-0.3
O=C(NCCc1ccccc1)C(=Cc1ccc(C(=O)O)cc1)C(=O)NCCc1ccccc1	-10.1	-1	0.8	-0.9	5.2	25.8	-7.2	-1.3	-0.4
COc1ccccc1-n1c(N)cc(=O)nc1SCC(=O)Nc1cc(C)on1	-16.7	0.911	-11.3	-0.8	-9.0	4.0	5.1	1.3	0.3
Cc1cc(N2CCN(C)CC2)nc2ccc(NC(=O)CCC(=O)NCc3ccco3)cc12	-41.3	·	-110.6	0.0	-17.1	14.8	-2.1	-16.6	-0.7
O=C(Nc1cnc2ccccc2c1)N1CCOCC1	-23.5	1.3	26.2	1.1	-7.6	1.6	-0.1	-3.1	1.0
O=C(Cc1ccc(Nc2nc(=S)[nH]c3ccccc23)cc1)NC1CCCCC1	-3.1	-0.499	38.4	-0.3	5.1	30.3	-4.0	-21.3	-0.4
Cc1nc(/C(N)=N/OC(=O)c2c(-c3ccccc3Cl)noc2C)cs1	-23.3	-0.328	-10.0	1.7	-15.6	-3.0	2.0	-5.7	0.6

(listing goes on)
canonical_smiles	Furin inhibitor	KCC2 mod	Calpain2 inh	zfTRPN1 agonist	EBV gp42 block	PPC-1+TRAIL kill	thrombin 1536	TbHK1 inh	TRPML3 ag
Cc1cc(C)n2c(SCc3nnc(-c4cccs4)o3)nnc2n1	0.9	-0.658	-25.9	-0.9	-15.3	10.6	-6.1	-6.0	0.5
O=C(Nc1cccc(C(=O)N2CCN(c3cccc(Cl)c3)CC2)c1)c1ccccc1	-25.7	-0.316	-39.0	-0.4	0.0	15.5	3.1	-3.1	0.7
CCc1ccc(NC(=O)/C(C#N)=C/c2cn(CC(=O)O)c3ccccc23)cc1	-17.2	0.27	-18.7	-0.2	-5.8	-14.5	-10.6	-22.7	0.2
COCCn1nc2cc(C(=O)NCC34CC5CC(CC(C5)C3)C4)ccc2c1OC	-22.7[20 µM]	0.62	i	0.5	-21.1	12.7	6.5	-4.2	-0.2
COc1ccccc1/C=C/C=N/NC(=O)CCn1cnc2ccccc21	0.9	-1.83	-1.4	-1.2	-7.5	6.6	-3.9	-124.9	-0.2
CN(C)/C(Cn1cncn1)=C1/N=C(c2c(F)cccc2F)OC1=O	-7.1	·	-2.6	1.6	0.9	-8.7	1.9	-62.9	0.8
CCCn1c(C)nc2c(c1=O)c1nc3ccccc3nc1n2CCC1=CCCCC1	-13.4	-0.128	-323.7	0.2	-17.5	2.8	-3.5	-7.5	-0.6
COc1ccc(CNC(=O)C(C)OC(=O)C23CC4CC(CC(O)(C4)C2)C3)cc1 (centres undefined)	-25.8	0.479	23.0	0.4	-6.0	11.3	-0.5	-3.5	0.4
COc1ccc(OC)c(Nc2nc3nonc3nc2N2CCCCC2)c1	-5.4[20 µM]	-0.103	-120.6	-1.4	-65.8	30.6	27.7	-11.5	0.3
CCC(Sc1nc(-c2cccc(OC)c2)c(C#N)c(=O)[nH]1)C(=O)Nc1nnc(C(C)C)s1 (centres undefined)	-10.8	-1.04	-41.4	-0.9	1.1	8.3	-1.4	-3.1	0.0

Three compounds already listed, sorted by molecular weight, descending:
canonical_smiles	Furin inhibitor	KCC2 mod	Calpain2 inh	zfTRPN1 agonist	EBV gp42 block	PPC-1+TRAIL kill	thrombin 1536	TbHK1 inh	TRPML3 ag
CCC(Sc1nc(-c2cccc(OC)c2)c(C#N)c(=O)[nH]1)C(=O)Nc1nnc(C(C)C)s1 (centres undefined)	-10.8	-1.04	-41.4	-0.9	1.1	8.3	-1.4	-3.1	0.0
CCCn1c(C)nc2c(c1=O)c1nc3ccccc3nc1n2CCC1=CCCCC1	-13.4	-0.128	-323.7	0.2	-17.5	2.8	-3.5	-7.5	-0.6
Cc1cc(C)n2c(SCc3nnc(-c4cccs4)o3)nnc2n1	0.9	-0.658	-25.9	-0.9	-15.3	10.6	-6.1	-6.0	0.5

Later entries:
canonical_smiles	Furin inhibitor	KCC2 mod	Calpain2 inh	zfTRPN1 agonist	EBV gp42 block	PPC-1+TRAIL kill	thrombin 1536	TbHK1 inh	TRPML3 ag
COc1ccccc1NC(=O)CSc1nnc(-c2ccccc2)o1	-9.8	·	-14.7	-0.6	0.2	23.2	0.3	3.5	0.5
CCN(Cc1ccccc1)C(c1ccc(Cl)cc1)c1nnnn1C(C)(C)C (centres undefined)	-22.5[20 µM]	-0.00322	34.7	-0.4	5.0	9.9	1.7	0.7	-0.3
COc1ccc(Cc2nnc(Nc3ccccc3OC)[nH]c2=O)cc1	-20.8	-0.0325	-5.0	0.1	-18.5	-0.7	0.3	-4.7	0.1
CC1CCCC(C)N1C(=O)CN1CCN(c2nc(-c3ccc(F)cc3)cs2)CC1 (centres undefined)	-18.8	·	1.6	3.0	-8.6	8.2	1.1	-1.0	12.9*
CCN1C(=O)c2cccc3c(S(=O)(=O)Nc4ncccc4C)ccc1c23	-9.9	·	-13.9	2.3	-10.2	28.2	0.6	-15.1	1.1
COc1ccc(-c2nc(N)ncc2Oc2ccccc2Br)c(O)c1	5.2	·	-17.1	-2.7	-17.7	8.1	6.6	31.9	2.7
O=C(CCC1CCCN(C(=O)c2ccc3[nH]ccc3c2)C1)N1CCN(c2ccccn2)CC1 (centres undefined)	-14.9	-1.29	-11.5	4.5	9.3	17.6	-5.1	7.3	0.9
CC(C)n1c(-c2ccncc2)n[nH]c1=S	-11.5	1.06	30.7	0.1	6.4	14.6	-4.4	3.3	0.5
Cc1ccsc1C(=O)OCC(=O)NCc1ccc2c(c1)OCO2	-12.3	1	-28.9	0.9	-9.3	33.6	0.7	-2.8	0.2
O=C(CCN1C(=O)c2cccc3cccc(c23)C1=O)Nc1ccon1	-25.9	-0.113	-64.6	1.3	-2.8	0.9	-6.7	-20.5	0.5
COCCn1nnnc1CN1CCOCC1	-15.0	1.26	-14.5	0.2	-12.3	40.0	0.3	-1.5	0.6

Screening data as filed in PubChem.
